Dynein transport = blocks dynein driven cargo transport along microtubules; AID 1381; z-score, hits read low; actives 0.47% (n = 220,000); 3617.4 mouse cells, GR-EGFP nuclear translocation imaging; test concentration mostly 20 µM; stimulated with dexamethasone, 1 µM; stronger effect = lower value;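 active = plate z-score of nuclear minus cytoplasmic receptor signal below a set negative limit, without overly bright fluorescence or cell loss, cut at about -3.5 in these data, passing the limit was not always enough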;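 note: z-score of nuclear minus cytoplasmic ring GR-EGFP intensity difference per well; some compounds called inactive have numbers as strong as hits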
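Buffer or medium: tet-free, stripped-serum medium; reagent: dexamethasone at 1.0 µM final, 30 min; incubation: 48 h induction, 1 h compound, 30 min dex at 37 °C; measured by: formaldehyde fixation, Hoechst nuclear stain, 10x automated fluorescence imaging; read-out: nuclear-to-cytoplasmic GR-EGFP distribution per well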
Yfh1-off respiration = mitochondrial function rescue without frataxin homolog – Friedreich's ataxia, plus single-dose screen, dose response (AID 1465); S. cerevisiae Yfh1-off respiration, WST-1 reduction, 72 h; higher fold induction means a stronger effect; fold induction at 50 µM, or EC50 in µM where a hit was titrated; actives 0.074% (n = 220,000);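 active = fold induction of absorbance versus untreated yeast above a set limit, then at least 30% activation at any dose in follow-up; inconclusive = repeats straddling the limit, or above it without dose testing; inactive = fold induction below the set limit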;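 note: activators that raise dye reduction in frataxin-depleted yeast; strong numbers were not always called active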
WT yeast gro inh = growth inhibition of WT yeast, mitochondrial fusion screen. mitochondrial fusion phenotypic screen, WT strain. inhibition, % at 10 µM. actives 2.1% (n = 190,000); in the data active = inhibition above about 58%; tested in S. cerevisiae
MT stabilize HCS = stabilizes microtubules in HeLa cells. HeLa tubulin immunostaining HCS, 24 h; share of cells brighter than vehicle mean+2SD. % tubulin-high responders, % at 10 µM. actives 0.83% (n = 200,000). AID 2205;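 active = plate Z-score above 3 for both tubulin-high and condensed-nucleus cell shares, with cell loss under 80%, at 10 µM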;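 note: anti alpha tubulin signal scored within the nucleus-defined area of each cell; some results filed as inactive read as strong as hits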
b-catenin transl = modulators of beta-catenin nuclear translocation; HeLa beta-catenin nuclear translocation, immunofluorescence imaging; actives 0.3% (n = 190,000); nuclear translocation activity, % at 5 µM;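 active = nuclear translocation activity above 50% at 5 µM, with a well cell count of 50 or more; inconclusive = wells under 50 cells across six images, flagged as toxic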;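 note: per-cell ratio of nuclear to cytoplasmic median beta-catenin stain intensity; plate controls were DMSO negative control for no effect and GSK-3 inhibitor IX positive control for full effect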
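test system = HeLa cells, endogenous beta-catenin | dosing = single 5 µM dose plus 0.02–20 µM confirmation series | times = compound treatment 24 h, 37°C, 5% CO2 | technique = beta-catenin immunofluorescence imaging with DAPI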
human PMI inhibition = inhibitors of human PMI, primary screen, biochemical, fluorescence intensity, coupled assay (AID 1209); purified PMI enzyme, coupled fluorescence intensity; higher % means a stronger effect; actives 0.42% (n = 190,000); inhibition, % at 20 µM, or IC50 in µM where a hit was titrated;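 note: plate controls were DMSO vehicle for no effect and wells lacking substrate for full effect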
Ins promoter up = MIN6 insulin promoter up-regulation; MIN6 insulin promoter-GFP reporter, high-content imaging; stronger effect = higher value; z-score at 5 µM; actives 0.3% (n = 190,000); AID 1625;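 active = z-score above 3 at 5 µM with at least 500 cells counted in the well; inconclusive = wells under 500 cells, flagged as cytotoxic or low count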
PMI inhibition = human PMI inhibitors, high substrate, primary screen, biochemical, fluorescence intensity, high mannose 6-phosphate (AID 1220); recombinant PMI enzyme, coupled fluorescence intensity; higher % means a stronger effect; inhibition, % at 20 µM; hits with a dose series show IC50 in µM; actives 0.66% (n = 190,000)
Autophagy mod = autophagy modulation, high-content screen; MEF GFP-LC3 puncta imaging; test concentration mostly 10 µM; calls only at 10 µM (by protocol); actives 0.98% (n = 190,000); AID 463193;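 active = percentage of spot-positive cells more than 3 SD above its plate mean, without a fluorescence outlier flag or 80% toxicity; inconclusive = no clear call, values can overlap the other calls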;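 note: spot-positive cell cutoff set from DMSO-treated cells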
WT yeast gro inh mutant strain = further read-out of WT yeast gro inh, marked with its call; inhibition, %; mitochondrial fusion phenotypic screen, mutant strain inhibition
Dynein transport cytoplasmic EGFP = also measured in Dynein transport; calls as there; z-score; measured here: cytoplasmic GR-EGFP intensity; stronger effect = higher value
Dynein transport nuclear GR-EGFP = second read-out of Dynein transport, no call of its own (marks repeat the call); z-score; measured here: nuclear GR-EGFP intensity;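 lower value marks the stronger effect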
Dynein transport cell count = also measured in Dynein transport; calls as there; z-score; measured here: cell count per field
Ins promoter up cell count = also measured in Ins promoter up; calls as there; cell count; measured here: cytotoxicity, nuclei count;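 total cells summed across four imaged fields per well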
b-catenin transl cell count 5 µM = also measured in b-catenin transl; calls as there; cell count; measured here: cell count, cytotoxicity flag
MT stabilize HCS Hoechst-high % = further read-out of MT stabilize HCS, marked with its call; % Hoechst-high responders; measured here: nuclear condensation Hoechst responders;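 share of cells brighter than vehicle mean plus two SD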
MT stabilize HCS cytotoxicity % = also measured in MT stabilize HCS; calls as there; toxicity, %; measured here: cytotoxicity by cell density;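 0% = mean cell density of plate MIN control wells and 100% = no cells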
Autophagy mod cell loss 18 h = second read-out of Autophagy mod, no call of its own (marks repeat the call); toxicity, %; measured here: cell loss, nuclei count;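 cell loss after 18 h compound exposure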
Active calls of the source: *; i = inactive; ? = inconclusive; nt = no result given; + = active, no number. Cut-off read from the data, not from the text of the source, unless noted: active = inhibition above about 50%; inactive = the rest.

SMILES	Dynein transport	Dynein transport cytoplasmic EGFP	Dynein transport nuclear GR-EGFP	Dynein transport cell count	Yfh1-off respiration	WT yeast gro inh	WT yeast gro inh mutant strain	MT stabilize HCS	MT stabilize HCS Hoechst-high %	MT stabilize HCS cytotoxicity %	b-catenin transl	b-catenin transl cell count 5 µM	human PMI inhibition	Ins promoter up	Ins promoter up cell count	PMI inhibition	Autophagy mod	Autophagy mod cell loss 18 h
CC(=O)N1SC(N)=NC1c1ccccc1 (stereo unspecified)	-1.49	-0.35	-0.512	0.311	i	-2.3	-8.4	4.4	2.3	8.3	-7.8	993	-20.1%	0.31	1507	-7.4%	i	17.9
Cc1ccc(Nc2ncnc3c2cnn3C)cc1	-0.732	-0.262	-0.0159	0.69	i	2.3	-7.7	2.8	1.1	2.2	0.5	1500	-1.5%	0.19	1501	10.5%	i	3.3
COc1ccc(C2Nc3ccccc3C(=O)N2Cc2ccccc2)cc1COc1ccccn1 (stereo unspecified)	0.68	-0.388	0.574	-0.681	i	18.6	14.6	3.4	1.3	1.5	-2.1	1331	1.2%	0	1522	-8.0%	i	14.2
Cc1cc(C)n(Cc2cc(C(=O)O)c3ccccc3n2)n1	-0.615	-0.385	-0.314	1.45	i	-16.3	-10.9	1.0	1.5	5.7	-1.0	1113	-23.0%	0.23	1233	-15.9%	i	-1.6
ClCC1NCC(c2ccccc2Cl)c2c1[nH]c1ccccc21 (stereo unspecified)	-0.283	-0.312	-0.18	0.965	i	15.5	-6.0	4.9	1.9	6.8	0.7	1173	-20.9%	0.03	1244	-11.7%	i	0.9
CC(C)C(=O)N1CCN(c2ccc(NC(=O)c3ccc([N+](=O)[O-])o3)cc2)CC1	-3.09	2.03	-1.5	-1.22	i	16.8	6.8	10.5	5.4	23.1	6.8	780	-32.6%	0.46	1302	-10.2%	+	13.4*
COc1ccc(C(=O)NCCC2=CCCCC2)cc1[N+](=O)[O-]	0.491	-0.182	0.951	-1.5	i	12.9	6.5	3.9	2.5	7.0	-1.5	982	8.8%	-0.01	1548	7.9%	i	-6.9
Cc1ccc(NC(=S)NC(=O)/C=C/c2ccco2)c(O)c1	-0.704	-0.321	0.21	0.99	i	33.0	28.2	5.9	1.1	22.4	-0.7	1078	4.3%	1	1637	14.6%	i	12.2
Cc1nc2ccc(S(=O)(=O)NCC(=O)N3CCC(C)CC3)cc2s1	-0.373	0.16	0.258	-0.0359	i	-1.6	-45.5	3.2	2.6	7.7	-0.4	843	2.1%	0.23	1344	2.0%	i	7.0
COn1c(-c2ccc(Cl)cc2)nc2ccc(Cl)cc21	-0.406	-0.235	-0.355	0.527	i	-1.1	9.0	3.3	0.8	5.1	6.0	1057	8.8%	-0.24	1471	2.4%	i	-4.5
COc1ccc2nc(NC(=O)CSc3ccccc3)sc2c1	-0.162	-0.211	-0.0706	0.684	i	-0.4	7.6	2.8	2.7	7.0	nt	nt	1.0%	0.77	900	5.4%	i	2.5
COc1cc(/C=C/C(=O)O)cc(S(=O)(=O)N(C)CCO)c1OC	1.01	-0.233	0.194	-0.186	i	-6.0	-9.1	2.1	0.9	5.4	0.9	1414	1.1%	0.91	1371	-0.9%	i	11.4
COc1ccc(C(=O)Nc2sc(C)c(-c3ccccc3)c2C#N)cc1OC	0.33	-0.246	0.22	0.0444	i	33.4	27.5	3.0	2.4	6.3	-1.7	1100	9.7%	nt	nt	14.0%	i	5.0
CCOc1ccc(C(=O)CC(Sc2ccc(C)cc2)C(=O)O)cc1 (stereo unspecified)	0.258	-0.254	0.336	0.0326	i	4.4	0.3	2.5	1.3	12.4	0.2	1441	-1.2%	nt	nt	-4.0%	i	12.9
COc1cccc(OC)c1C(=O)NNC(=O)c1ccccc1-n1cccc1	-0.119	-0.366	-0.152	1.15	i	-6.5	21.3	2.5	3.6	7.7	0.8	1072	6.7%	0.24	1333	9.6%	i	-2.5
CC1(C)CC(=O)C2=C(C1)OC(N)=C(C#N)C21C(=O)N(Cc2ccccc2Cl)c2ccccc21 (stereo unspecified)	-0.504	0.708	0.0944	0.99	i	7.8	-13.9	1.3	1.8	6.3	nt	nt	12.7%	-0.19	942	7.6%	i	-11.6
CCOC(=O)Cn1c(=O)c(-c2cc(Br)ccc2N)nc2ccccc21	-0.867	2.46	0.461	-0.813	i	nt	nt	nt	nt	nt	2.5	1230	nt	6.82*	563*	nt	nt	nt
FC(F)(F)c1ccncc1-c1nnnn1-c1ccc(Cl)cc1	-0.662	-0.276	-0.527	1.05	i	nt	nt	nt	nt	nt	-1.1	1324	nt	0.27	1243	nt	nt	nt
COC(=O)/C(NC(C)=O)=C(\C)c1ccc(Cl)cc1	-0.712	-0.261	-0.0557	1.25	i	-1.1	-2.0	3.6	1.6	7.1	nt	nt	8.7%	nt	nt	5.4%	i	6.6
CN(CC(=O)Nc1ccccc1Sc1ccccc1)Cc1nc2ccccc2c(=O)[nH]1	-0.76	-0.287	-0.0183	0.0073	i	14.0	4.2	4.0	3.6	1.9	6.0	988	11.7%	-0.09	1143	10.8%	i	-4.2
CC1(C)C(=O)OC(c2cc(Br)ccc2O)C(C)(C)C1=O (stereo unspecified)	-0.605	-0.264	-0.452	0.231	i	16.8	4.7	4.2	1.8	6.7	0.8	1073	10.0%	1.59	1417	5.9%	i	0.4
CCCCCCn1cnc2c(c1=O)c1nc3ccccc3nc1n2Cc1cccs1	-0.127	-0.209	-0.17	0.11	?	-4.3	-9.5	3.0	1.3	10.0	-6.4	1021	5.9%	-0.1	1435	12.4%	i	2.0
CC1CCN(S(=O)(=O)c2ccc(C(=O)Nc3sccc3C(N)=O)cc2)CC1	0.0305	-0.208	0.155	-0.0895	i	5.8	-0.6	3.9	2.6	3.9	-2.5	1166	3.8%	nt	nt	-3.8%	i	12.7
COc1ccc(C2CC(c3ccccc3C)n3nc(N)nc3N2)cc1 (stereo unspecified)	-0.494	-0.221	0.0142	1.4	i	5.5	1.8	2.3	2.1	6.5	-1.6	1133	9.4%	-1.1	1995	9.3%	i	10.7
O=C(NCCCn1ccnc1)c1ccc(S(=O)(=O)Nc2ccccc2)cc1	0.179	-0.243	-0.0179	-0.266	i	nt	nt	nt	nt	nt	1.1	1263	nt	-0.09	1121	nt	nt	nt
Cc1ccccc1N1C(=O)c2ccccc2C1Nc1cccnc1 (stereo unspecified)	0.863	-0.169	0.742	-0.653	i	-1.1	-5.1	7.3	2.2	4.7	nt	nt	-9.5%	-1.54	890	-2.8%	i	0.3
COc1ccccc1CNC(=O)CN(c1ccc(C)cc1)S(=O)(=O)c1c(C)n[nH]c1C	0.826	-0.12	0.59	-0.635	i	-3.4	8.8	2.7	2.2	2.8	-2.9	986	-1.7%	-0.49	1456	-5.5%	i	-3.6
CC(C)(C)S(=O)(=O)c1nc2ccccc2s1	0.934	-0.191	-0.163	-1.3	i	-7.1	-10.8	2.4	1.1	1.5	-1.3	1280	-6.0%	0.7	1394	-11.7%	i	-2.2
O=C1CCC(=O)N1CNc1cccnc1	1.63	-0.21	1.11	0.0106	i	9.9	2.3	2.1	2.5	13.9	-1.8	860	7.2%	0.19	1127	12.7%	i	-4.2
CCCC(=O)Nc1ccc(S(=O)(=O)Nc2cc(C)nc(C)n2)cc1	0.218	-0.268	0.459	0.412	i	-4.6	0.2	2.4	2.5	12.7	-5.0	1022	-5.0%	0.17	1263	4.9%	i	33.3
Cc1cc(C(=O)CSc2nnc(-c3ccco3)o2)c(C)n1-c1ccc2c(c1)OCCO2	-0.301	-0.274	-0.0469	0.534	i	1.3	15.1	4.1	3.9	5.6	1.7	1088	17.9%	-0.56	954	32.4%	i	-6.0
CC(C)[C@H](NC(=O)c1ccccc1Cl)C(=O)OCc1cc(=O)n2cc(Br)ccc2n1	0.177	-0.35	-0.0853	-0.405	i	-8.8	20.7	4.3	0.7	10.4	0.1	986	0.7%	0.32	967	-1.3%	i	-5.8
Cc1ccc(NC(=O)CCC(=O)OCC(=O)c2ccc(Oc3ccc([N+](=O)[O-])cc3)cc2)cc1C	-0.688	-0.227	-0.431	1.1	nt	66.5*	8.9*	1.3	1.3	6.4	1.0	1408	8.1%	0.19	1444	4.8%	i	0.4
O=c1c2ccccc2sn1-c1ccc(S(=O)(=O)N2CCCCC2)cc1	-1.23	0.163	-0.375	0.453	i	nt	nt	3.1	2.2	8.6	nt	nt	nt	nt	nt	nt	i	-6.7
CN(C)S(=O)(=O)c1cccc(C(=O)Nc2cccnc2)c1	-0.31	-0.267	-0.168	-0.0892	i	-9.8	2.9	2.4	1.4	0.4	-2.6	1182	-13.5%	0.35	1122	-9.9%	i	4.5
CC(C)n1nnnc1SCC(=O)Nc1ccccc1N1CCOCC1	nt	nt	nt	nt	i	-9.5	-4.7	nt	nt	nt	-2.7	884	-4.5%	nt	nt	0.1%	nt	nt
COCCNC(=O)c1ccc(NC(C)=O)cc1	0.675	-0.276	0.681	-0.191	i	-11.9	2.0	0.9	0.9	7.7	-1.7	1226	12.3%	-0.12	778	8.2%	i	-3.8
